BLM helicase inh: inhibitors of human Bloom syndrome helicase BLM; recombinant BLM DNA unwinding, fluorescence dequenching; Potency, µM (doses to about 56.1 µM), for the others: top-dose activity change, negative = inhibition, usual class: inhibitors; hit rate 0.2% among 350,000; P54132;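 also: plate controls were vehicle for no effect and no enzyme for full effect; nearly all actives have a fitted effect of over 35% in size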
APE1 inh: inhibitors of human APE1 endonuclease; P27695; recombinant APE1, TAMRA/BHQ-2 abasic DNA cleavage fluorescence; Potency, µM (titrated, usually from 65.8 µM), for the others: top-dose activity change, negative = inhibition, actives largely listed as inhibitors; hit rate 0.35% among 350,000; AID 2517;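 also: plate controls were vehicle for no effect and reference inhibitor for full effect; nearly all actives have a fitted effect of over 55% in size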
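APE1 at 0.75 nM preincubated 15 min at room temperature with compound. Reaction then started with 50 nM double-stranded THF-abasic substrate labelled with TAMRA/BHQ-2, and 525/598 nm fluorescence read kinetically. Activity taken as third-minus-first read difference, normalized to DMSO and NSC13755 controls.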
Pol eta inh: inhibitors of human DNA polymerase eta. Q9Y253. recombinant Pol eta, fluorescent DNA replication assay. Potency, µM (titrated, usually from 114 µM), inactives show top-dose activity change, negative = inhibition, actives largely listed as inhibitors. hit rate 1.2% among 390,000; also: % is scaled to controls: 0 for no effect and ±100 for the full control effect
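Pol eta (10 nM) was preincubated with compounds for 15 min at room temperature, after which fluorescent replication substrate (50 nM final) was added to start the reaction. Fluorescence was read kinetically at 0 and 10 min.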
BAZ2B inh: BAZ2B (human) inhibition; Q9UIF8; AlphaScreen BAZ2B-H3K14Ac peptide displacement; Potency, µM (highest dose often 114 µM), without a hit: top-dose activity change, negative = inhibition, hits mostly inhibitors; hit rate 4.4% among 360,000; AID 504333; also: % is scaled to controls: 0 for no effect and ±100 for the full control effect; nearly all actives have a fitted effect of over 60% in size
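Multi-concentration screen (max 110 uM) measuring displacement of acetylated histone H3 peptide from BAZ2B by AlphaScreen, using 50 nM protein, 50 nM peptide and 10 ug/mL streptavidin donor plus Ni-chelate acceptor beads.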
Apoferritin bind: binds horse apoferritin like a general anesthetic; P02791; apoferritin/1-aminoanthracene competitive binding, fluorescence; Potency, µM (doses to about 77.5 µM), for the others: at the highest dose activity change, negative = displacement, usual class: inhibitors; hit rate 0.074% among 350,000; AID 485281; also: % is scaled to controls: 0 for no effect and ±100 for the full control effect; nearly all actives have a fitted effect of over 20% in size
Target sequence (P02791 2-175 limits assumed): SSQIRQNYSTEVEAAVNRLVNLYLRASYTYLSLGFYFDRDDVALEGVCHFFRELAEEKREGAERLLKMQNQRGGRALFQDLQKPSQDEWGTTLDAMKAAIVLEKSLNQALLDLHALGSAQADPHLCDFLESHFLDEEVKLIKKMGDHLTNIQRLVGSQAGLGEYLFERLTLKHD
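Concentration-response curves derived by four-parameter Hill fitting of normalized fluorescence, where compounds displaced 1-AMA from 10 uM horse apoferritin following a brief 10 min room-temperature incubation; propofol titration acted as positive control.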
POLK inh: blocks human DNA polymerase kappa activity | purified Pol kappa, fluorescent DNA synthesis assay, 10 min | Potency, µM (highest dose often 107 µM), for inactives: top-dose activity, negative = inhibition, usual class: inhibitors | hit rate 0.53% among 400,000; also: % is scaled to controls: 0 for no effect and ±100 for the full control effect
Target sequence (Q9UBT6 whole entry, looked up): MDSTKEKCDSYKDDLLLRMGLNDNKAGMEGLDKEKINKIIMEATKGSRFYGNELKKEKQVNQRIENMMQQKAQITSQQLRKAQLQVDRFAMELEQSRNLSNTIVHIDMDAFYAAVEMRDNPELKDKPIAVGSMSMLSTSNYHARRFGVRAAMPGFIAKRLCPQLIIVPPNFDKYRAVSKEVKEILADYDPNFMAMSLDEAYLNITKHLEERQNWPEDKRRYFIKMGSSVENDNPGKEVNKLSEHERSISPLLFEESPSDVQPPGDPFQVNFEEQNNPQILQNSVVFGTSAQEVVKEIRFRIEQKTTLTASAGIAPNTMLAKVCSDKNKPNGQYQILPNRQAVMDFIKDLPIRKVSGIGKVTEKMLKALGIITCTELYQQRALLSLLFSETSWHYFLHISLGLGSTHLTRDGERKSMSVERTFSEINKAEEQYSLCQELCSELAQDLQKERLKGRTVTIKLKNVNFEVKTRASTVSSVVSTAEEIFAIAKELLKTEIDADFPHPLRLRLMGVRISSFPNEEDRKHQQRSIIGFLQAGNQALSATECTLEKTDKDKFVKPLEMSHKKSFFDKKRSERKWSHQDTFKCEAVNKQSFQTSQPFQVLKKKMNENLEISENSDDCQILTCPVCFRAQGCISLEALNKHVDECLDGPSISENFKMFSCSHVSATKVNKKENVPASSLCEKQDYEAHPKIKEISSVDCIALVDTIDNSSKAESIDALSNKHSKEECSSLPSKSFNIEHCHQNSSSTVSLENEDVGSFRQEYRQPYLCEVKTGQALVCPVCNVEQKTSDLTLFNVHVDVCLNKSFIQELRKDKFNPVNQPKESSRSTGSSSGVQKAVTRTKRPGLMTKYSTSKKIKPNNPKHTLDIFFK
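Inhibition of 10 nM Pol kappa is measured by a fluorescent read-out at 0 and 10 min following addition of 50 nM substrate (final), with a 15-min room-temperature compound preincubation.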
POLI inh: inhibitors of human DNA polymerase iota; Q9UNA4; Potency, µM (highest dose often 115 µM), inactives show at the highest dose activity, negative = inhibition, actives largely listed as inhibitors; hit rate 1% among 390,000; Pol iota fluorescent replication assay, 10 min
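Pol iota at 10 nM preincubated 15 min with compounds at room temperature; reaction started with fluorescent substrate, 50 nM final. Fluorescence read kinetically at 0 and 10 min; buffer-only wells as negative control.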
POLB inh: inhibitors of human DNA polymerase beta; P06746; Pol beta primer extension/strand displacement, fluorescence kinetic; Potency, µM (titrated, usually from 114 µM), for inactives: at the top dose activity change, negative = inhibition, actives largely listed as inhibitors; hit rate 1.3% among 340,000; AID 485314; also: % is scaled to controls: 0 for no effect and ±100 for the full control effect
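Homogeneous kinetic assay of primer extension and strand displacement by 10 nM Pol beta, preincubated 15 min at room temperature with compound before 50 nM substrate (final) was added. Read at 0 and 10 min; four-parameter Hill fit.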
G9a block: blocks human histone lysine methyltransferase G9a; Q96KQ7; G9a H3K9 monomethylation, AlphaScreen, 2 h; Potency, µM (titrated, usually from 102 µM), for inactives: at the highest dose activity, negative = inhibition, most hits filed as inhibitors; hit rate 8.8% among 350,000; AID 504332; also: % is scaled to controls: 0 for no effect and ±100 for the full control effect; nearly all actives have a fitted effect of over 75% in size
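Chemiluminescent proximity detection of H3K9 monomethylation, read after 10 min bead incubation in the dark. Reaction: 20 nM G9a, 500 nM biotin-H3K9 peptide, 20 uM SAM cofactor, 2 h, room temperature, following 15 min enzyme-compound preincubation.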
Starred values were filed as active, the others as inactive; ? = inconclusive; · = no result given; [ ] = dose if it differs, or a comment. Calls follow the shape of the dose curve; as a rule, active = well fitted curve in the direction sought with a large enough effect; inconclusive = small, poorly fitted or top-dose-only effect, or another doubt; inactive = no such curve, though single readings can be large; an effect the other way counts as inactive or inconclusive. Potency is read from the fitted curve at half-maximal effect.

SMILES	BLM helicase inh	APE1 inh	Pol eta inh	BAZ2B inh	Apoferritin bind	POLK inh	POLI inh	POLB inh	G9a block
O=C(CCCCn1c(=O)[nH]c2ccccc2c1=O)N1CCN(c2ncccn2)CC1	1%	?	-5%	3%	-5%	-6%	0%	-13%	7%
CC(=O)c1c(C)[nH]c(C(=O)Nc2nc(-c3ccc(-c4ccccc4)cc3)cs2)c1C	-5%	-6%	-1%	-12%	7%	-6%	18%	-7%	?
COC(=O)C1=C2SCC(=O)N2C(N)=C(C#N)C1	-1%	4%	-8%	-21%	12%	-14%	-24%[58.9 µM]	-10%	?
CCc1nnc(NC(=O)CCC(=O)N2CCN(CCOc3ccc(C)cc3)CC2)s1	-2%	5%	-12%	·	-19%	-10%	18%	-2%	1%[59 µM]
CCOP(=O)(OCC)/C(C#N)=C/c1ccc([N+](=O)[O-])cc1	-4%	-3%	1%	-27%	4%	-18%	21%	3%	5%[2.33 µM]
CC(=O)c1ccc(N2CCC(c3cc(-c4ccc(Cl)cc4Cl)n[nH]3)CC2)c([N+](=O)[O-])c1	-10%	7%	-12%	?	?	-13%	-1%	1%	25%[0.0925 µM]
COc1ccc(CSc2nc3ccccc3c(=O)n2CCCN2CCOCC2)cc1F	0%	2%	-26%	-33%	-14%	-13%	90%[activator]	-10%	?
Cn1cnnc1SCC(=O)Nc1sccc1C#N	-2%	-3%	-2%	3%	-3%	-14%[60.1 µM]	-1%	-4%	-31%[12.7 µM]
O=C(CC(Nc1ccc(Cl)cc1Cl)C(=O)O)c1ccccc1 (configuration not stated)	4%	0%	-17%	-17%	-1%	5%	?	2%	?
CCn1nc(C)c(/C=N\NC(=O)c2cccc(OC)c2)c1C	-1%	-6%	-9%	-3%	-2%	-2%	15%	-17%	4%[59 µM]
COC(=O)CN(c1cc(Cl)ccc1OC)S(=O)(=O)c1ccc(OC)c(OC)c1	-5%	-11%	-2%	3%	-4%	-6%	24%	1%	3%[59 µM]
COC(=O)c1cc(C(=O)c2cccc(Cl)c2Cl)cn1C	-5%	-3%	-12%	5%	?	-7%	17%	-1%	28%
CCOc1ccc(NC(=O)C2CCN(S(=O)(=O)c3ccc4c(c3)N(C(C)=O)CCO4)CC2)cc1	-3%	15%	-12%	-16%	-14%	2%	17%	29%	-8%
O=C1CN(C(=O)CNCc2ccccc2)c2ccccc2N1	-3%	0%	-2%	50µM*	-7%	0%	?	10%	35µM*
COc1ccccc1OCCNC(=O)C1CC(=O)N(c2cccc(SC)c2)C1 (configuration not stated)	·	35%[activator]	-21%	-7%	·	10%	34%[activator]	·	-21%
C=CCn1c(=O)c2ccccc2n2c(SCc3c(C(=O)OCC)oc4ccccc34)nnc12	-3%	-1%	10%	3%	-10%	-13%	7%	4%	-6%
CC(C)(C)c1ccc(NC(=O)CC2(C(F)(F)F)OCCO2)cc1	-12%	?	-6%	8%	?	-5%	23%	7%	-9%[59 µM]
CCc1ccc(S(=O)(=O)NCCc2cn3ccc(C)cc3n2)s1	-1%	1%	-7%	-16%	-10%	-1%	13%	-2%	-9%
Cc1c(CNCCCc2ccccc2)c(C(=O)O)c(C)n1Cc1cccc(Cl)c1	0%	·	-15%	-29%	-12%	-9%	14%	8%	-28%[59 µM]
CC(=O)OC1CC2C(C)(C)C(O)CCC2(C)C2CC[C@]3(C)C(=CC(=O)OC3c3ccoc3)C12C (some centres not stated)	3%	1%	·	·	-16%	-3%[60.1 µM]	·	·	-9%[2.33 µM]
CCOC(=O)c1ccccc1NC(=O)CN(c1ccccc1)S(=O)(=O)N(C)C	-11%	?	0%	-33%	-15%	-9%	?	?	1%[12.7 µM]
Cc1nc2sc(-c3ccccc3)cc2c(=O)n1-n1cccc1	-4%	-5%	4%	5%	?	-15%	-2%	-2%	-27%
Cc1sc(NC(=O)Cc2ccc3c(c2)OCO3)nc1-c1ccc2c(c1)CCN2C(=O)c1cccc(F)c1	-2%	-3%	0%	-12%	1%	-3%	19%	3%	-5%
CCOC(=O)C1CCC(CN(Cc2ccc(OC)cc2)S(=O)(=O)c2ccc(F)c(C(=O)Nc3c(C)cccc3C)c2)CC1 (configuration not stated)	-5%	·	7%	0%	2%	-3%[60.1 µM]	33%	22%	0%[59 µM]
CCOc1cc(C(=S)N2CCOCC2)ccc1OC	2%	-1%	-7%	1%	-10%	-1%	24%	-8%	10µM*
Continuation.
SMILES	BLM helicase inh	APE1 inh	Pol eta inh	BAZ2B inh	Apoferritin bind	POLK inh	POLI inh	POLB inh	G9a block
CC(=O)c1c(C)[nH]c(C(=O)COC(=O)c2c(C)noc2C)c1C	·	13%	-2%	6%	·	-6%	-10%	·	-7%[12.7 µM]
COc1cccc(Oc2nc3ncn(Cc4ccccc4)c3c(=O)n2C)c1	0%	-2%	-8%	8%	-3%	-3%	11%	-26%	19%[59 µM]
O=C(c1ccncc1)N1CCC2(CCN(Cc3cc(C(F)(F)F)cc(C(F)(F)F)c3)CC2)CC1	-6%	2%	·	·	·	-13%[60.1 µM]	·	·	-5%[12.7 µM]
COc1ccc(NC(=O)c2sc3nc[nH]c(=O)c3c2C)cc1OC	-1%	·	2%	2%	56%[activator]	-14%[60.1 µM]	-1%	-2%	-19%[59 µM]
O=C(N1CCCC1)n1c(Cc2ccccc2)nc2ccccc21	2%	13%	3%	-3%	-1%	-16%	6%	5%	3%[59 µM]
N#Cc1nnn(-c2cc(Cl)cc(Cl)c2)c1N	-2%	-4%	-16%	-2%	4%	-3%	32%[activator]	-21%	26%
Cc1[nH]n(-c2ccc(Cl)cc2)c(=O)c1/C=N/n1c(C)nc2ccccc2c1=O	-2%	1%	3%	9%	-7%	-14%	?	2%	10%[59 µM]
Cc1cccc(C)c1NC(=O)c1c(O)c2ccccc2[nH]c1=O	-6%	-18%	-16%	-13%	-6%	-1%	-6%	0%	·
COC(=O)c1c(C)cc(OC(C)=O)c(C)c1OC(C)=O	0%	-7%	3%	8%	-13%	-6%	8%	32%[activator]	8%
CCc1cccc(C)c1Nc1c(-c2ccc(SC)cc2)nc2sccn12	-12%	·	-9%	22µM*	-3%	0%	32%[activator]	-15%	14µM*
Cc1ccc(OCC(=O)N(Cc2ccccc2)c2c(N)n(Cc3ccccc3)c(=O)[nH]c2=O)c(C)c1	·	-11%	-9%	-1%	·	0%	50%[activator]	·	6%[0.501 µM]
CC(C)C(=O)NC(=S)Nc1ccc(S(=O)(=O)N(C)Cc2ccccc2)cc1	-15%	2%	-21%	-24%	?	-2%	-4%	11%	-3%[59 µM]
CCN1CCN(S(=O)(=O)c2ccc(Cl)c(C(=O)N(C)Cc3cccs3)c2)CC1	·	6%	-8%	6%	·	-1%	17%	·	5%[59 µM]
CCc1ccc(NC(=O)CSc2ccc3nnc(CCNS(=O)(=O)c4ccc(OC)cc4)n3n2)cc1	-4%	·	1%	?	1%	-13%	14%	?	-29%[59 µM]
CCc1nc(N2CCCC(C)C2)c2oc3ccccc3c2n1 (configuration not stated)	-19%	?	-16%	57%[activator]	-10%	-3%	?	-4%	?
O=C(Nc1n[nH]c(=S)s1)c1ccco1	1%	6%	-3%	?	-11%	56µM*	?	6%	1.4µM*
Cc1ccccc1NS(=O)(=O)c1cc(C(=O)Nc2cccc([N+](=O)[O-])c2)ccc1C	-7%	-7%	?	-11%	-8%	-6%	0%	2%	-6%[59 µM]
O=C(COC(=O)c1ccc(O)cc1)Nc1ccc2[nH]c(=O)[nH]c2c1	·	0%	-26%	-9%	·	-18%	128%[activator]	·	-4%
Nn1c(SCC(=O)Nc2ccc(F)cc2)nnc1C1CCCCC1	1%	1%	-19%	8%	?	-13%	13%	1%	15%[2.33 µM]
O=C(NCc1ccco1)c1ccc(Br)s1	-5%	-4%	0%	?	-19%	-4%	?	9%	11%[12.7 µM]
Cc1cc(C(=O)NCc2cccc(Br)c2)c2c(C)nn(-c3ccccc3)c2n1	-3%	·	-18%	-1%[57.1 µM]	-11%	-15%	-7%	-20%	-5%[59 µM]
N#CCC(=O)Nc1sc2c(c1C(N)=O)CCCC2	-3%	-4%	-2%	-2%	-15%	-5%	?	8%	30%[59 µM]
Cc1ccc(Nc2nc(OC(C(F)(F)F)C(F)(F)F)nc(N3CCOCC3)n2)cc1	-2%	-1%	-19%	-2%	-22%	-11%	4%	33%	·
Cc1cccc(NC(=S)NCCN2CCOCC2)c1C	-2%	27%	-1%	6%	9%	-20%	10%	48%	10%[59 µM]
COc1ccccc1CNC(=O)c1ccc(OCc2c(C)noc2C)c(OC)c1	6%	3%	-3%	-24%	-12%	-4%	1%	1%	?
O=C(NCc1cccc(Cl)c1)c1ccc2c(c1)OCO2	-2%	-3%	-6%	1%	-2%	-1%	7%[58.9 µM]	2%	26%[59 µM]
Cc1nn(CC(=O)NCc2ccc(OC(C)C)cc2)c(=O)c2c(C)n(-c3ccc(Cl)cc3)nc12	-9%	·	-10%	6%	-3%	-6%[60.1 µM]	1%	-11%	16%[59 µM]
COc1cccc(CNC(=O)C2CCC(CNc3c(N4CCC(C)CC4)c(=O)c3=O)CC2)c1 (configuration not stated)	-12%	2%	-4%	8%	-10%	3%	28%	1%	-5%
O=C(N/N=C(\Cc1ncc[nH]1)c1ccccc1)c1ccccc1	-1%	-1%	·	-1%	-7%	·	·	4%	5%[59 µM]
CC(=O)NS(=O)(=O)c1ccc(NC(=O)c2ccccc2F)cc1	1%	-6%	-20%	-4%	7%	-5%	2%	1%	-12%[12.7 µM]

Reformatted: entries from further up.
Values run as follows: BLM helicase inh, APE1 inh, Pol eta inh, BAZ2B inh, Apoferritin bind, POLK inh, POLI inh, POLB inh, G9a block
O=C1CN(C(=O)CNCc2ccccc2)c2ccccc2N1
    -3%, 0%, -2%, 50µM*, -7%, 0%, ?, 10%, 35µM*
COc1ccccc1OCCNC(=O)C1CC(=O)N(c2cccc(SC)c2)C1 (configuration not stated)
    ·, 35%[activator], -21%, -7%, ·, 10%, 34%[activator], ·, -21%
C=CCn1c(=O)c2ccccc2n2c(SCc3c(C(=O)OCC)oc4ccccc34)nnc12
    -3%, -1%, 10%, 3%, -10%, -13%, 7%, 4%, -6%
CC(C)(C)c1ccc(NC(=O)CC2(C(F)(F)F)OCCO2)cc1
    -12%, ?, -6%, 8%, ?, -5%, 23%, 7%, -9%[59 µM]

Bioassay records (PubChem)

This is a subset; rates above refer to the full screens.
